Screening data as filed in PubChem.
EBI2 block: EBI2 receptor antagonists, beta-arrestin recruitment, primary screen, cell-based, luminescence, 7a,25-OHC stimulation, uHTS; G-protein coupled receptor 183 (Homo sapiens), P32249; 7a,25-OHC stimulated; 360,000 tested, 0.81% active; inhibition, % at 5 µM; in the data active = inhibition above about 38%;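 note: enzyme fragment complementation signal reports receptor beta-arrestin coupling in cells; 0% = agonist plus DMSO wells and 100% = wells without agonist; some results beyond the cut were filed as inactive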
Target sequence (P32249 whole entry, looked up, the tested form may be a part): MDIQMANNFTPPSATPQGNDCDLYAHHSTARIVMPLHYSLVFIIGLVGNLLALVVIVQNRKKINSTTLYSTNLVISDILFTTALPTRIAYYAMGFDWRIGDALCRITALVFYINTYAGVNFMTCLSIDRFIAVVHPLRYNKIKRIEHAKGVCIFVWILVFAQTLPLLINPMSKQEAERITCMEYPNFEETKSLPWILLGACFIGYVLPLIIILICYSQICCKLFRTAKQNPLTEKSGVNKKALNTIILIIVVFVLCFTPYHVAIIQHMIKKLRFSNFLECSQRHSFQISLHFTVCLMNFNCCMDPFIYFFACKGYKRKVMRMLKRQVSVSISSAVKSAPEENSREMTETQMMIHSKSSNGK
CCR6 antagonist: CCR6 receptor antagonists, primary screen, cell-based, CHO-K1, luminescence, beta-arrestin, uHTS | C-C chemokine receptor type 6 (Homo sapiens), P51684 | CHO-K1 CCR6 PathHunter beta-arrestin, CCL20-stimulated | inhibition, % at 20 µM | 340,000 tested, 0.49% active;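 active = compounds whose inhibition of the agonist-driven luminescence signal at 20 µM reaches about 50%, limit read from the data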;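 note: cells stimulated with CCL20 at 14 nM final; plate controls were DMSO with CCL20 for no effect and DMSO without agonist for full effect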
MPTP inh: mitochondrial permeability transition pore inhibitors, primary screen, biochemical, isolated mouse mitochondria, absorbance | Ca2+ swelling absorbance, 30 min | inhibition, % at 10 µM | 360,000 tested, 1.4% active | AID 602449, 2012;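 active = inhibition of 50% or more, scaled per plate between neutral and stimulator controls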;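 note: 0% = DMSO wells given calcium and 100% = 1 mM EGTA wells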
A3G deaminase: APOBEC3G DNA deaminase inhibitors, primary screen, biochemical, fluorescence, single-stranded DNA substrate, uHTS. recombinant A3G, ssDNA deamination FAM/TAMRA fluorescence. AID 493012, 2011. 330,000 tested, 0.28% active. inhibition, % at 20 µM;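 active = inhibition of at least 40% at 20 µM, with no more than 30% in the related APOBEC3A deaminase screen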;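 note: plate controls were DMSO wells with A3G for no effect and wells lacking A3G enzyme for full effect; some compounds called inactive have numbers as strong as hits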
Gli-Sufu antag: Gli-Sufu pathway antagonists, primary screen, luciferase luminescence, Sufu-KO-LIGHT cells, uHTS | Sufu-KO-LIGHT fibroblasts, Gli luciferase reporter luminescence | inhibition, % at 5 µM | 340,000 tested, 0.74% active | AID 588413, 2011;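 active = inhibition above about 55%, limit read from the data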;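 note: 0% = DMSO-treated cells and 100% = wells with medium but no cells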
APOBEC3A inh: APOBEC3A ssDNA deaminase inhibitors, primary screen, selectivity assay for APOBEC3G inhibitor project, biochemical, FAM/TAMRA oligo cleavage fluorescence | DNA dC->dU-editing enzyme APOBEC-3A (Homo sapiens), P31941 | recombinant A3A, FAM/TAMRA ssDNA deamination fluorescence | inhibition, % at 20 µM | 330,000 tested, 0.41% active;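 active = at least 40% inhibition at 20 µM here, with at most 30% in a related deaminase screen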;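 note: plate controls were A3A with DMSO for no effect and wells lacking A3A enzyme for full effect; some results filed as inactive read as strong as hits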
Target sequence (P31941 whole entry, looked up): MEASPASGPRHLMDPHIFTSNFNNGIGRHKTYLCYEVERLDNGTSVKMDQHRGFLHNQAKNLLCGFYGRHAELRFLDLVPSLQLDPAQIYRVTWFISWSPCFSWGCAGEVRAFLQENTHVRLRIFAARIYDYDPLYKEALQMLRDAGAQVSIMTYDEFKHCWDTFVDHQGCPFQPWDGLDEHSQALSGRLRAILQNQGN
GRIN3A LBD mod: binders of NR3A ligand-binding domain, primary screen, biophysical, differential scanning fluorimetry, uHTS; Glutamate receptor ionotropic, NMDA 3A (GRIN3A) ligand-binding domain; NR3A LBD differential scanning fluorimetry, Tm shift; 0% = protein alone, 100% = glycine-bound protein; Tm shift relative to glycine control, % at 25 µM; 340,000 tested, 2.5% active; AID 1259313, 2017;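 active = melting temperature shift of at least 10% of the positive control shift, at one fixed dose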
CXCR6 block: CXCR6 receptor inhibitors, primary screen, cell-based, beta-arrestin, luminescence, CHO-K1 PathHunter, 1536-well. inhibition, % at 20 µM. 360,000 tested, 0.36% active. C-X-C chemokine receptor type 6 (Homo sapiens), O00574; in the data active = inhibition above about 34%, passing the limit was not always enough;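 note: antagonist mode with CXCL16 agonist at 10 nM final; 0% = 10 nM CXCL16 with DMSO and 100% = unstimulated wells without agonist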
Target sequence (O00574 whole entry, looked up): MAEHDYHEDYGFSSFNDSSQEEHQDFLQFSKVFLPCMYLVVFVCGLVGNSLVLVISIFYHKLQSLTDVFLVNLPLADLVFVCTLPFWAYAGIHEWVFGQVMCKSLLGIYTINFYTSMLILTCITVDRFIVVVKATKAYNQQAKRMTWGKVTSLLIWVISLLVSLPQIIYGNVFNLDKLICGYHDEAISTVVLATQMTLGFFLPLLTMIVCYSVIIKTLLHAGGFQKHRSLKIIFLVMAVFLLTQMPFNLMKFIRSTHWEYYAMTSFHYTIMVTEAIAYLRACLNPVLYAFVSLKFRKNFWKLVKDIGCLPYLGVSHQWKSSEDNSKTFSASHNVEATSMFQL
* marks the source's active call; other numbers are inactive results; . = not tested or not shown. Compounds as they come, and some 5.8% of all compounds hit somewhere here.

1) Cc1c(NC(=O)CN2C(=O)c3ccccc3C2=O)c(=O)n(-c2ccccc2)n1C
2) O=C(NCc1cccnc1)c1cccc(S(=O)(=O)NCc2ccccc2)c1
3) COC(=O)c1ccc(NC(=S)NC2CCCCC2)cc1
4) O=C(CSc1nc2ccc(Cl)cc2[nH]1)c1ccc2c(c1)OCO2
5) O=C(Nc1cc2c(cc1Cl)OCCCO2)c1ccccc1
6) O=C(Cn1ccc([N+](=O)[O-])n1)NCc1ccccc1
7) CN(c1ccc2nc3ccccc3c(=O)n2n1)C1CCCCC1
8) CC(C)OCCCNC(=O)c1sc(=S)n(C)c1N
entry no. | 1 | 2 | 3 | 4 | 5 | 6 | 7 | 8
EBI2 block | -5 | -6 | 10 | -2 | -8 | -5 | 8 | -1
CCR6 antagonist | 6 | -6 | 16 | 5 | 10 | 4 | 4 | 4
MPTP inh | -4.9 | -1.6 | 90* | 1.1 | -3.2 | -1.0 | 0.8 | 0.9
A3G deaminase | -2 | -9 | -10 | -9 | -3 | -7 | -1 | -3
Gli-Sufu antag | 0 | -3 | -12 | -4 | 12 | 1 | 54 | 7
APOBEC3A inh | 1 | -2 | -7 | -7 | 2 | 0 | -2 | -3
GRIN3A LBD mod | 2 | 1 | -13 | -16 | 0 | 1 | -5 | -2
CXCR6 block | -12 | -8 | 1 | 4 | 0 | 4 | 5 | -4

The final 2 entries of the part before are carried over, then new ones follow:
7) CN(c1ccc2nc3ccccc3c(=O)n2n1)C1CCCCC1
8) CC(C)OCCCNC(=O)c1sc(=S)n(C)c1N
9) Cc1cc(Nc2ccc(Br)c(C)c2)n2nc(C)nc2n1
10) Cn1c(CC(=O)NNC(=O)c2ccccc2F)nc2ccccc21
11) O=C(COC(=O)c1ccc(O)cc1)NC(c1ccccc1)c1ccccc1
12) CCn1nc(NC(=O)C(C)C)c2cc3cccc(C)c3nc21
13) S=C(NCc1cccs1)Nc1ccc(Cl)cc1
14) Cc1cccc(NC(=O)CN(C)S(=O)(=O)c2ccc(Br)cc2)n1
15) O=C(Nc1ccc(F)cc1)Nc1nnc(Cc2ccccc2F)s1
16) COc1ccccc1NC(=O)C1CCCN(c2cnccn2)C1 (centres undefined)
entry no. | 7 | 8 | 9 | 10 | 11 | 12 | 13 | 14 | 15 | 16
EBI2 block | 8 | -1 | 3 | 0 | 0 | -4 | -1 | 11 | 4 | -5
CCR6 antagonist | 4 | 4 | 12 | 3 | 8 | -1 | 0 | 13 | -3 | 0
MPTP inh | 0.8 | 0.9 | -1.3 | -1.6 | 2.9 | 1.7 | 24 | -0.4 | 58* | 0.4
A3G deaminase | -1 | -3 | -5 | -2 | -2 | -8 | -3 | -6 | -5 | -6
Gli-Sufu antag | 54 | 7 | -19 | 4 | -7 | 5 | -6 | 1 | -10 | 2
APOBEC3A inh | -2 | -3 | 1 | -2 | 2 | -2 | 1 | 6 | -2 | -5
GRIN3A LBD mod | -5 | -2 | 1 | 2 | -2 | -3 | -1 | -1 | -1 | 1
CXCR6 block | 5 | -4 | -8 | 10 | 0 | -1 | -2 | 0 | -7 | -4

17) O=C(Cn1cnc2c(NCc3ccccc3)ncnc21)NCCCc1ccccc1
18) CC1CC(=O)c2cn3c(nc2C1)nc1ccccc13 (centres undefined)
19) CC(=O)[C@H]1[C@@H]2C(=O)N(c3cccc(Cl)c3)C(=O)[C@@H]2[C@H]2c3ccccc3C=CN21
20) CC(C)C(=O)NC(CC(=O)O)c1ccccc1 (centres undefined)
21) O=C(O)CCCn1cc(NC(=O)c2sc3ccccc3c2Cl)cn1
22) CN(C)S(=O)(=O)c1cc(NC(=O)CN2CCc3ccccc32)ccc1Cl
23) CCc1c(C(=O)NC2CCCCC2)[nH]c(C)c1C(C)=O
24) O=C(CN1CCN(C(=O)c2ccco2)CC1)Nc1ccc(F)cc1F
entry no. | 17 | 18 | 19 | 20 | 21 | 22 | 23 | 24
EBI2 block | -8 | -1 | 2 | -6 | -5 | 1 | 3 | -10
CCR6 antagonist | 25 | 6 | 4 | 0 | -4 | -6 | -4 | 8
MPTP inh | -2.0 | -1.3 | -0.7 | 1.3 | -2.6 | -0.5 | 3.5 | -1.4
A3G deaminase | 5 | -4 | 2 | -5 | -9 | -6 | -8 | -1
Gli-Sufu antag | -2 | -1 | 7 | -10 | -15 | 1 | 3 | -12
APOBEC3A inh | 4 | 1 | -2 | 3 | -7 | -1 | -2 | -2
GRIN3A LBD mod | 17* | 1 | -8 | -1 | 0 | 6 | 1 | -1
CXCR6 block | -2 | 2 | -2 | 2 | 1 | 3 | 4 | -1

25) CN(C(=O)Nc1cnccc1C(F)(F)F)C1CCCCC1
26) c1ccc(OCc2nn3c(-c4ccccn4)nnc3s2)cc1
27) Fc1ccccc1COc1cccc2cccnc12
28) CCCCOC(=O)Nc1ccc(OC)cc1S(=O)(=O)N1CCOCC1
29) CCSc1nnc(NC(=O)CN2C(=O)NC3(CCCC3)C2=O)s1
30) CCC1=Nc2cc(C(=O)NCCN3CCOCC3)ccc2Sc2ccc(C)cc21
31) O=C(Nn1cnnc1)c1cccc(S(=O)(=O)N2CCOCC2)c1
32) CC1(C)CC(=O)C2=C(C1)N(c1ccccc1C#N)C(N)=C(C#N)C2c1cccs1 (centres undefined)
entry no. | 25 | 26 | 27 | 28 | 29 | 30 | 31 | 32
EBI2 block | 0 | 2 | -2 | -8 | -4 | -4 | -3 | -3
CCR6 antagonist | -17 | 2 | 7 | 8 | 1 | 17 | -1 | 18
MPTP inh | 3.3 | -0.1 | 0.6 | -0.1 | 0.4 | 0.3 | -1.9 | -1.6
A3G deaminase | -3 | -5 | . | -5 | 4 | 23 | -11 | -2
Gli-Sufu antag | -8 | -27 | -88 | 0 | -4 | -5 | -17 | 5
APOBEC3A inh | -2 | -3 | . | -16 | 3 | 3 | -7 | -1
GRIN3A LBD mod | -1 | 0 | 7 | 0 | 2 | -1 | 2 | -6
CXCR6 block | 0 | -6 | 5 | 2 | 3 | 4 | -7 | 15

33) CCCCCC1CC(CC(=O)Nc2ccc([N+](=O)[O-])cc2)C(=O)O1 (centres undefined)
34) COc1cc(C2C(C#N)=C(N)OC3=C2C(=O)CCC3)cc(OC)c1OC(=O)N1CCOCC1 (centres undefined)
35) CCSc1nnc(NC(=O)C2Cc3ccccc3CN2C(=O)c2ccco2)s1 (centres undefined)
36) CCOC(=O)c1c(C)[nH]c2ccc(O)cc12
37) CCn1c(CCCOc2ccc(Cl)cc2Cl)nnc1SCC(=O)Nc1cc(F)ccc1C
38) O=C(Nc1cccc(C(F)(F)F)c1)c1cccnn1
39) CC(=O)n1cc(/C=N/NC(=O)c2cccc(O)c2)c2ccccc21
40) CCCn1c(SCC(=O)Nc2cc(S(=O)(=O)N3CCOCC3)ccc2OC)n[nH]c1=O
entry no. | 33 | 34 | 35 | 36 | 37 | 38 | 39 | 40
EBI2 block | 6 | 3 | 6 | 3 | 11 | -16 | 2 | -8
CCR6 antagonist | 5 | 1 | 27 | -7 | 6 | -6 | 6 | 0
MPTP inh | 48 | -0.3 | -3.7 | -2.7 | 1.9 | 0.1 | -0.4 | -0.7
A3G deaminase | -6 | -5 | 5 | 2 | -6 | -1 | -3 | -4
Gli-Sufu antag | -4 | -1 | 0 | 6 | 5 | 30 | 14 | -2
APOBEC3A inh | 1 | -3 | 5 | 3 | -2 | 1 | 4 | 0
GRIN3A LBD mod | -1 | 0 | 0 | 26* | 2 | 1 | 3 | 1
CXCR6 block | -9 | -4 | 7 | -6 | 2 | -3 | -6 | 2

41) COc1ccc(NC(C)=O)cc1NC(=O)CSc1nnc(-c2ccncc2)n1C
42) O=C(c1cc(-c2ccncc2)nc2ccccc12)N1CCN(Cc2ccccc2)CC1
43) Nc1ccc(CSc2ccc(Cl)cc2)cc1
44) O=C(O)CN(c1ccccc1[N+](=O)[O-])S(=O)(=O)c1ccccc1
45) CCC(C)N1C(=O)S/C(=C/c2ccc3c(c2)n(C)c(=O)n3C)C1=O (centres undefined)
46) CCCCN(CCCC)CCNC(=O)CN1C(=O)COc2ccc(S(=O)(=O)N3CCC(C)CC3)cc21
47) Nc1ccccc1C(=O)NCCCN1CCN(c2cccc(Cl)c2)CC1
48) NC(=O)c1ccsc1NC(=O)CCS(=O)(=O)c1ccccc1
entry no. | 41 | 42 | 43 | 44 | 45 | 46 | 47 | 48
EBI2 block | 6 | -1 | 8 | -3 | 1 | 16 | -2 | -1
CCR6 antagonist | 8 | 2 | 15 | 19 | 3 | 29 | 13 | 0
MPTP inh | 0.9 | 0.3 | -0.4 | -0.9 | -2.2 | -0.3 | -0.2 | -0.6
A3G deaminase | -13 | 6 | -5 | -5 | 0 | -5 | -5 | -4
Gli-Sufu antag | 2 | 1 | -11 | -4 | 17 | 17 | 9 | -19
APOBEC3A inh | -6 | -2 | -2 | 3 | 1 | -2 | -3 | -4
GRIN3A LBD mod | 0 | 3 | 0 | 1 | -1 | 3 | 1 | -1
CXCR6 block | -6 | -2 | 1 | -7 | -4 | 11 | 7 | -4

MPTP inh: what is marked active above.
nr	Molecule	EBI2 block	CCR6 antagonist	MPTP inh	A3G deaminase	APOBEC3A inh	GRIN3A LBD mod	CXCR6 block
3	COC(=O)c1ccc(NC(=S)NC2CCCCC2)cc1	10	16	90*	-10	-7	-13	1
15	O=C(Nc1ccc(F)cc1)Nc1nnc(Cc2ccccc2F)s1	4	-3	58*	-5	-2	-1	-7

(listing goes on)
49) CN(C)C(=O)c1cc(Br)ccc1Cl
50) Cc1cc(C)c(C(=O)NCC(=O)c2ccccc2)c(C)c1
51) Cc1cc(C)c(OCCCCN(C)C)c(Br)c1
52) C(=C(c1ccccc1)c1ccccc1)c1ccccn1
53) C/C(=C\C(=O)c1ccccc1)Nc1ccc2c(c1)OCO2
54) Cc1ccc(S(=O)(=O)N2CCOCC2)cc1NC(=O)COC(=O)CCn1c(C)csc1=O
55) CCCCn1nnnc1NCc1ccc(N2CCCC2)cc1
56) Cc1ccc(OCCCCNC(C)c2ccccc2)c(C)c1 (centres undefined)
57) CCc1ccc(C(=O)NNC(=O)CCc2nc3ccccc3c(=O)[nH]2)cc1
58) CCOC(=O)c1cc(C#N)c(N2CCCCC2)nc1-c1ccccc1
entry no. | 49 | 50 | 51 | 52 | 53 | 54 | 55 | 56 | 57 | 58
EBI2 block | -6 | -5 | -6 | 2 | -23 | 0 | -5 | -5 | -1 | 9
CCR6 antagonist | -1 | -6 | -13 | 11 | 18 | 4 | -9 | 1 | -2 | 23
MPTP inh | 1.1 | -0.5 | 5.5 | -1.4 | 6.2 | -0.5 | -0.2 | 3.6 | -1.2 | 2.1
A3G deaminase | -4 | 2 | -9 | 0 | 5 | 2 | -7 | -6 | -10 | 2
Gli-Sufu antag | -1 | -10 | -29 | -3 | -91 | -3 | -4 | 17 | -10 | -11
APOBEC3A inh | 0 | 2 | 1 | 3 | -2 | 3 | -5 | -5 | -2 | 2
GRIN3A LBD mod | 0 | 1 | -1 | 2 | -1 | -2 | -3 | 0 | 2 | 1
CXCR6 block | -5 | 2 | -2 | -2 | -22 | -9 | -2 | 4 | -1 | 14
